proKLK7 act = proKLK7 zymogen activators, primary screen, biochemical, fluorescence intensity. Kallikrein-7 (Homo sapiens), P49862. purified proKLK7, EDANS-DABCYL substrate fluorescence; 100% is mature enzyme control, 0% vehicle. activation, % at 7 µM. 370,000 tested, 0.9% active. AID 652039, 2013;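 active = activation above the mean of all tested compounds plus 3 SD, computed per campaign excluding outliers beyond control limits, cut at about 13% in these data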
DDE Tn7 FP inh = inhibitors of Tn7 peptide binding to fibrin DD(E), primary screen, biochemical, fluorescence polarization, human fibrin, Tn7 probe | Fibrinogen beta chain (Homo sapiens), P02675 | FP displacement of FITC-Tn7 peptide from fibrin DD(E); 0% = median of compound wells per plate | inhibition, % at 8.3 µM | 370,000 tested, 0.13% active | AID 720508, 2013;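 active = inhibition above the mean of compounds falling within the control limits plus 3 SD of them, cut at about 14% in these data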;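 also: 0% = plate median of compound wells and 100% = 10 µM Aha-Tn7 peptide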
Target sequence (P02675 whole entry, looked up): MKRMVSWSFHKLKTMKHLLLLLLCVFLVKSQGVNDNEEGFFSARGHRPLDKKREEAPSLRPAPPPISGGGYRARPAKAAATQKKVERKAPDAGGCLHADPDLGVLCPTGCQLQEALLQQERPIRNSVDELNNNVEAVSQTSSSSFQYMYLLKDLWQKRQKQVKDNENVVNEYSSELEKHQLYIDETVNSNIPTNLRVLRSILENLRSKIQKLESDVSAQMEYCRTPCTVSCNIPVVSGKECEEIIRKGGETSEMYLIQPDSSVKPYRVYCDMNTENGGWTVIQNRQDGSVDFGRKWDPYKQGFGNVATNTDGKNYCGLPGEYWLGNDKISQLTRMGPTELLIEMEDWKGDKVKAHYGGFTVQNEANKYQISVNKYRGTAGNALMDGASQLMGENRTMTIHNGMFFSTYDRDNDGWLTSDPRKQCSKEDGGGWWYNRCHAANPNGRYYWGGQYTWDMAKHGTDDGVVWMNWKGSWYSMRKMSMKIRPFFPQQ
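system = human fibrin DD(E) protein | quantity = DD(E) 2 µM final | medium = Tris/NaCl/CaCl2 buffer, pH 7.8 | also added = labelled Tn7 tracer, 0.1 µM | compound dosing = single point at 8.3 µM | timing = compound with protein 10 min, then 3 h after probe, room temperature | signal = FP measurement | benchmarks = Aha-Tn7 high control | repeats = one replicate per compound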
UHRF1 MBD2 ctr = UHRF1 methylated DNA binding inhibitors, primary screen, counter-screen for MBD2 inhibitor project, biochemical, TR-FRET, human UHRF1, single concentration; UHRF1 binding to methylated oligo; 370,000 tested, 0.75% active; inhibition, % at 4.4 µM; E3 ubiquitin-protein ligase UHRF1 (Homo sapiens), Q96T88; AID 687016, 2013; in the data active = inhibition above about 21%;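 also: UHRF1 SRA domain binding a hemimethylated CpG hairpin DNA probe; 0% = median of test compound wells and 100% = reference inhibitor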
MBD2 DNA inh = inhibitors of MBD2 binding to methylated DNA, primary screen, biochemical, TR-FRET, DNA-binding domain, human; MBD2 binding to methylated oligonucleotide; inhibition, % at 4.4 µM; 370,000 tested, 0.31% active; AID 686964, 2013; in the data active = inhibition above about 13%
ASAP1 GAP inh = inhibitors of human ASAP1 ArfGAP activity, primary screen, biochemical, fluorescence polarization; Arf-GAP with SH3 domain, ANK repeat and PH domain-containing protein 1 (Homo sapiens), …; ASAP1-stimulated ARF1 GTP hydrolysis, GDP FP detection; inhibition, % at 16.5 µM; 360,000 tested, 0.19% active; AID 624377, 2012; in the data active = inhibition above about 25%;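 also: 0% = vehicle with enzyme and substrate and 100% = no enzyme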
Target sequence (Q9ULH1 325-724 limits assumed): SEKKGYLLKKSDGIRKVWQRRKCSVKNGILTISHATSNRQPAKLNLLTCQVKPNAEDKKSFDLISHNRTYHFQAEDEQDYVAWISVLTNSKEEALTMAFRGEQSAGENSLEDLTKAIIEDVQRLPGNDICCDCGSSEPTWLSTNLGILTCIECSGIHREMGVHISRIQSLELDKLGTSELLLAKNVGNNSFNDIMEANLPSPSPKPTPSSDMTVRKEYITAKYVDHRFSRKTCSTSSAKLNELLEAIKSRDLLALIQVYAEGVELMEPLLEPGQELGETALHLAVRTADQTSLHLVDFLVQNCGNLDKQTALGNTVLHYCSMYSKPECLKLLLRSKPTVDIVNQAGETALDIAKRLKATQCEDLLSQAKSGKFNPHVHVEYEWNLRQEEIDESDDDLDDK
DDE Tn6 FP inh = inhibitors of Tn6 peptide binding to fibrin DD(E), primary screen, biochemical, fluorescence polarization, human fibrin, Tn6 probe | Fibrin DD(E) TRITC-Tn6 fluorescence polarization displacement | inhibition, % at 8.3 µM | 370,000 tested, 0.21% active | AID 720509, 2013;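 active = inhibition above a per-campaign cutoff: mean of compounds within control limits plus 3 SD, cut at about 15% in these data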;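 also: 0% = median of all compound wells on the plate and 100% = blocking peptide control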
ADAM17 inh = ADAM17 inhibitors, primary screen, biochemical, QFRET; recombinant ADAM17, EDANS/DABCYL FRET peptide cleavage; AID 720648, 2013; inhibition, % at 6.95 µM; Disintegrin and metalloproteinase domain-containing protein 17 (Homo sapiens), P78536; 370,000 tested, 0.83% active;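 active = inhibition above the mean of compounds lying between control limits plus 3 SD, set per campaign, cut at about 8.5% in these data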;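 also: 0% = DMSO-only wells as the low control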
PLC-beta3 inh = human PLC-beta3 inhibitors, primary screen, biochemical, fluorescence. inhibition, % at 12.2 µM. 370,000 tested, 0.18% active. AID 720704, 2013. Purified PLC-beta3, fluorogenic substrate; in the data active = inhibition above about 11%;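 also: 0% = median of compound wells on plate and 100% = full blocker control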
PLC-gamma1 inh = PLC-gamma1 enzyme inhibitors, primary screen, biochemical, fluorescence, purified enzyme; 1-phosphatidylinositol 4,5-bisphosphate phosphodiesterase gamma-1 (Homo sapiens), P19174; fluorogenic substrate; inhibition, % at 12.2 µM; 370,000 tested, 0.84% active; AID 720700, 2013; in the data active = inhibition above about 9.5%
ARFGAP1 inhibitor = inhibitors of rat ARFGAP1 GAP activity, primary screen, biochemical, fluorescence polarization, GDP tracer; 360,000 tested, 0.26% active; inhibition, % at 16.5 µM; AID 651572, 2012; Arfgap1-stimulated ARF1 GTP hydrolysis, GDP FP detection; ADP-ribosylation factor GTPase-activating protein 1 (Rattus norvegicus), Q62848;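 active = inhibition above a per-plate limit, mean inhibition of low control wells plus 3 SD, cut at about 25% in these data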;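 also: 0% = DMSO wells with enzyme and 100% = wells lacking Arfgap1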
Target sequence (Q62848 1-136 limits assumed): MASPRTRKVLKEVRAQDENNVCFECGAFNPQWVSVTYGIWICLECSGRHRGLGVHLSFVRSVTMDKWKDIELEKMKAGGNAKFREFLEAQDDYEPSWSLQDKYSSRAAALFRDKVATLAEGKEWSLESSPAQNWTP
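System: truncated rat Arfgap1 GAP domain / Benchmarks: high control wells lacking Arfgap1, low control full reaction with DMSO / Times: compound-enzyme preincubation 20 min, reaction 120 min, detection 60 min, 25 °C / Repeats: one replicate per compound / Also added: human ARF1(Δ1-17)-GTP substrate / Measured by: Tracer-displacement fluorescence polarization with EDTA stop, 620/688 nm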
The depositor's hits bear a star; x = no result given.

SMILES | proKLK7 act | DDE Tn7 FP inh | UHRF1 MBD2 ctr | MBD2 DNA inh | ASAP1 GAP inh | DDE Tn6 FP inh | ADAM17 inh | PLC-beta3 inh | PLC-gamma1 inh | ARFGAP1 inhibitor
O=[N+]([O-])c1ccc(NCCCN2CCOCC2)c(Cl)c1 | 0.4 | 5 | -8 | -5 | -19 | 9 | 0 | 3 | 0 | -3
CC(C)C(=O)N[C@H]1[C@H](O)CCC[C@]12C(=O)N(Cc1ccccc1)c1ccccc12 | 0.0 | -1 | -1 | 3 | x | -9 | -5 | 1 | 1 | x
CCCCNc1nc(=S)[nH]c2cc(OC)c(OC)cc12 | -0.7 | -6 | 0 | -4 | 2 | 1 | -2 | -2 | -4 | -5
O=C(c1ccc(COc2ccc(F)cc2)o1)n1cccn1 | 0.0 | 4 | -1 | 0 | -7 | -6 | -3 | 0 | 2 | -13
COc1ccc(NC(=O)c2ccccc2NC(=O)CSc2ccccc2)cc1 | 0.5 | -6 | -1 | 1 | 3 | -2 | 4 | 2 | -2 | 17
COc1ccc(NC(=O)N2CCc3ccccc3C2)cc1 | 0.7 | -5 | 1 | 2 | 2 | -1 | -1 | -8 | 2 | 11
CCOC(=O)c1cn2nc(Oc3ccc(C#N)cc3)ccc2n1 | 2.6 | 5 | -1 | 4 | 0 | -1 | -74 | -34 | -24 | 3
COc1ccccc1-c1noc(-c2ccccc2C(=O)NCC2CCCO2)n1 (stereo not given) | -0.4 | -5 | 1 | -5 | -5 | 2 | -6 | -3 | -1 | 12
C=CCOc1ccc(C2CC(C)=NN2c2ccccc2)cc1 (stereo not given) | 0.2 | -7 | 20 | 3 | -2 | -4 | 4 | -7 | 3 | 7
Cc1nc2c(F)c(F)c(C(F)(F)F)c(F)c2[nH]1 | -0.3 | -1 | 12 | 3 | -8 | -7 | -3 | -1 | -1 | 16
O=C(C1=C[C@H](c2csc3ccccc23)C[C@H](OCCCCO)O1)N1CCOCC1 | -0.5 | 5 | -1 | 1 | 6 | 8 | -8 | -12 | -9 | 3
CCCCn1c(N)c(N(CC)C(=O)c2cccc(OC)c2)c(=O)[nH]c1=O | 0.0 | 4 | 0 | 0 | 0 | 3 | -5 | -5 | -1 | 10
Cc1ccc(-c2csc3ncnc(OCC(=O)NC(=O)NCc4ccco4)c23)cc1 | 0.2 | -4 | 5 | 6 | -3 | 4 | -1 | -5 | -4 | -11
Cc1ccc(C(=O)NCCC(=O)N2CCCC2)cc1 | -0.5 | 0 | -1 | 1 | -8 | -2 | -2 | -9 | 1 | -3
CN(C)CCCN(C(=O)c1ccc(S(=O)(=O)N2CCCCC2)cc1)c1nc2cc3c(cc2s1)OCO3 | -0.1 | 2 | 1 | 3 | -5 | -1 | 0 | -9 | 0 | -6
CC(=O)c1ccccc1NC(=O)C1CCCN(C(=O)c2ccc(Cl)cc2)C1 (stereo not given) | -0.2 | -1 | -1 | 0 | -4 | -9 | -1 | -16 | -14 | -5
NS(=O)(=O)c1ccc(Nc2nc(-c3ccc(O)cc3)cs2)cc1 | -0.2 | 0 | -6 | 0 | 2 | 2 | -4 | -26 | -15 | 0
COc1ccc(Cn2nnnc2C(c2cc3ccc(OC)cc3[nH]c2=O)N2CCCCCC2)cc1 (stereo not given) | 0.1 | 0 | -4 | 5 | 0 | 5 | -36 | -54 | -43 | -2
COc1ccc(S(=O)(=O)N2CCN(CC(=O)N3CCNC3=O)CC2)cc1OC | -0.3 | -12 | 0 | -6 | 11 | -4 | 0 | 1 | -3 | 3
NC(=O)CN(N=Nc1cccc([N+](=O)[O-])c1)c1cccc([N+](=O)[O-])c1 | 0.5 | -1 | -3 | 1 | -5 | 1 | -3 | 2 | 2 | -3
COc1ccc(Cc2nc3ccc(C(=O)N4CCC[C@H]4CO)cc3o2)cc1 | -0.6 | 5 | 0 | 3 | -24 | -2 | -4 | -7 | 0 | 3
Cc1cccn2cc(-c3ccc(NC(=O)Cc4ccccc4)cc3)nc12 | -0.2 | 3 | -3 | 3 | 2 | -5 | -10 | -9 | -7 | -10
FC(F)(F)c1cccc(N/N=C/c2ccccc2)c1 | -0.3 | -1 | -1 | 1 | -1 | 0 | -2 | 3 | 0 | 12
Cc1ccc(N2CCN(/N=C/c3c(C)nn(-c4ccccc4)c3Cl)CC2)cc1 | -0.2 | 1 | 4 | 1 | -7 | 0 | -5 | -4 | 0 | 11
CNc1cnn(-c2ccccc2)c(=O)c1Cl | -0.3 | 5 | 3 | 9 | 4 | 4 | -4 | 7 | 2 | 4
O=C(O)C[C@H]1c2ccccc2S(=O)(=O)N1C1CCCC1 | 0.3 | 6 | -4 | -6 | 3 | 7 | -4 | 1 | 0 | -17
CCC1OC(C)Cc2[nH][nH]c(=O)c21 (stereo not given) | 0.5 | 1 | -7 | -6 | 11 | 4 | -5 | 1 | 4 | 3
C=CCN(C(=O)c1csnn1)C(C(=O)NC1CCCC1)c1ccc(Cl)cc1 (stereo not given) | -0.5 | 6 | 3 | 3 | 4 | -3 | -6 | -8 | 2 | 6
CCCCCC(=O)N1C[C@@H](O)[C@H](n2cc(C3CC3)nn2)C[C@@H]1c1ccc(C)cc1 | 0.0 | 4 | 18 | 1 | -2 | -4 | -2 | 3 | 0 | -2
O=C(NCCCN1CCOCC1)c1ccc(CS(=O)(=O)Cc2ccccc2Cl)o1 | 0.1 | -7 | -1 | -1 | 0 | 9 | -3 | 0 | 1 | -19
O=C(SCC(O)C(O)CS)c1cccs1 (stereo not given) | 0.4 | -8 | -3 | 4 | 6 | -6 | 43* | 1 | 4 | -6
CCN(CC)C(=O)CSc1nnc(CNc2ccc(F)cc2)o1 | 0.3 | 6 | -2 | -5 | -8 | -2 | -4 | 1 | 1 | 0
CC(O)CCc1ccc(O)cc1 (stereo not given) | -0.1 | -8 | 6 | 4 | 4 | -3 | -2 | 2 | 0 | 7
CCN(CC)C(=O)c1cccc(-c2csc(C(O)c3cccc(OC)c3)n2)c1 (stereo not given) | 1.0 | 1 | 0 | 6 | -9 | 1 | -3 | -3 | -1 | 6
CC[C@]12c3[nH]c4ccc(Cl)cc4c3CCN1C(=O)[C@@H](CC(=O)NCc1cccc(C(F)(F)F)c1)C[C@@H]2C(=O)N1CCN(C(=O)c2ccco2)CC1 | 0.7 | 8 | 13 | -3 | -3 | -6 | 3 | 0 | 5 | 0
CCC(=O)n1nc(-c2ccco2)nc1SCc1ccccc1 | -0.2 | 1 | 1 | -5 | 2 | 0 | 0 | 0 | 2 | 3
COc1ccc(Cl)cc1NS(=O)(=O)c1cccc(C(=O)NC2CC2)c1 | 0.1 | -8 | 1 | 7 | 5 | 0 | -5 | -5 | 0 | 9
O=C(Cn1cc(COc2ccc3ccccc3c2)nn1)NS(=O)(=O)c1cccc(OC(F)F)c1 | -0.1 | 1 | 1 | -3 | 5 | 2 | 1 | 0 | -1 | 5
COc1cc(NC(=O)C2CCCN(S(=O)(=O)c3cccc4nsnc34)C2)cc(OC)c1 (stereo not given) | -0.2 | 3 | 1 | 5 | 16 | 1 | -3 | -3 | -1 | 9
CCc1cccc(CC)c1N1C(=O)C2=C(SCCCS2)C1=O | 0.3 | 3 | 0 | -5 | 12 | 10 | -2 | 0 | 0 | 0
Cc1sc2ncnc(SCC(=O)N3c4ccccc4Sc4ccc(Cl)cc43)c2c1C | 0.3 | -7 | 1 | -2 | 1 | 3 | -2 | 5 | 2 | 1
O=C(Nc1ccccc1F)c1ccc(Cn2cc(Cl)cn2)cc1 | 0.1 | -2 | -1 | -1 | 14 | 3 | -1 | 0 | -3 | 6
Cn1c(C2=C(O)CN(c3ccccc3)C2=N)nc2ccccc21 | 0.2 | 0 | -2 | -2 | 5 | 5 | -2 | -5 | -4 | -1
CCCN(CC(=O)Nc1ccccc1C)C(=O)C1CCN(C(=O)Nc2ccccc2)CC1 | -0.2 | 2 | 0 | 2 | 6 | 9 | -4 | 4 | 6 | 8
Cc1cc2nc(N3C(=O)CNC3=S)sc2cc1C | -0.6 | 4 | -1 | 4 | 7 | -6 | -12 | -13 | -9 | -3
COc1ccccc1Nc1c([N+](=O)[O-])cc(C)cc1[N+](=O)[O-] | 0.1 | -5 | -6 | -1 | 7 | -7 | 1 | 2 | 1 | -8
CCOC(=O)c1c(NC(=O)C2CCCCC2)sc2c1CCN(C(C)C)C2 | 0.1 | -1 | 2 | 16* | 4 | 1 | -5 | -1 | -2 | 4
CCOc1ccc(-c2nc(N)ncc2-c2ccccc2OC)c(O)c1 | -0.3 | -8 | 0 | 4 | 8 | 0 | 0 | -11 | -6 | 5
COc1ccc(-c2nc3nc(C)cc(=O)n3[nH]2)cc1 | -0.5 | 5 | -1 | 2 | 19 | -3 | -6 | -1 | -3 | 6

Entries of single compounds, quoted from the list. Order of screens: proKLK7 act | DDE Tn7 FP inh | UHRF1 MBD2 ctr | MBD2 DNA inh | ASAP1 GAP inh | DDE Tn6 FP inh | ADAM17 inh | PLC-beta3 inh | PLC-gamma1 inh | ARFGAP1 inhibitor
`CCOc1ccc(-c2nc(N)ncc2-c2ccccc2OC)c(O)c1` as listed: -0.3 | -8 | 0 | 4 | 8 | 0 | 0 | -11 | -6 | 5
`COc1ccccc1Nc1c([N+](=O)[O-])cc(C)cc1[N+](=O)[O-]` as listed: 0.1 | -5 | -6 | -1 | 7 | -7 | 1 | 2 | 1 | -8
`CCCN(CC(=O)Nc1ccccc1C)C(=O)C1CCN(C(=O)Nc2ccccc2)CC1` as listed: -0.2 | 2 | 0 | 2 | 6 | 9 | -4 | 4 | 6 | 8
`CCOC(=O)c1c(NC(=O)C2CCCCC2)sc2c1CCN(C(C)C)C2` as listed: 0.1 | -1 | 2 | 16* | 4 | 1 | -5 | -1 | -2 | 4

High-throughput results from PubChem BioAssay.
